Screens as filed in PubChem.
SENP8 block-1: inhibitors of human SENP8 protease. inhibition, % at 20 µM. Q96LD8. hit rate 0.64% among 360,000. recombinant SENP8, Nedd8 substrate fluorescence. AID 602440; in the data active = inhibition mostly above about 40%, no sharp cut-off; inactive = mostly below about 27%
Target sequence (Q96LD8 whole entry, looked up): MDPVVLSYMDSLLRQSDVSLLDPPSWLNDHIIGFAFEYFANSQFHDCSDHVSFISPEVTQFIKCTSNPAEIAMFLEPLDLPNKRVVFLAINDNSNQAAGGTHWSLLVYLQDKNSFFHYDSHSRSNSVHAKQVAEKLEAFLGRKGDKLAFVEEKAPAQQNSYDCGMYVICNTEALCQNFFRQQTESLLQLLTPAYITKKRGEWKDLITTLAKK
SENP6 block: SENP6 protease inhibition. Recombinant SENP6 catalytic domain, aminoluciferin luminescence. inhibition, % at 10 µM. hit rate 1.8% among 330,000;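 active = inhibition above about 50% at the single tested dose, limit read from the data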;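 also: plate controls were DMSO wells with enzyme for no effect and DMSO wells lacking enzyme for full effect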
SENP7 block: blocks the human protease SENP7 | recombinant SENP7, Z-RLRGG-aminoluciferin luminescence, 40 min | Q9BQF6 | inhibition, % at 5 µM | AID 434973 | hit rate 1.5% among 330,000;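 active = inhibition above about 50% at the single test dose, limit read from the data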;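 also: plate controls were DMSO with enzyme for no effect and no enzyme buffer wells for full effect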
Target sequence (Q9BQF6 706-1050 limits assumed): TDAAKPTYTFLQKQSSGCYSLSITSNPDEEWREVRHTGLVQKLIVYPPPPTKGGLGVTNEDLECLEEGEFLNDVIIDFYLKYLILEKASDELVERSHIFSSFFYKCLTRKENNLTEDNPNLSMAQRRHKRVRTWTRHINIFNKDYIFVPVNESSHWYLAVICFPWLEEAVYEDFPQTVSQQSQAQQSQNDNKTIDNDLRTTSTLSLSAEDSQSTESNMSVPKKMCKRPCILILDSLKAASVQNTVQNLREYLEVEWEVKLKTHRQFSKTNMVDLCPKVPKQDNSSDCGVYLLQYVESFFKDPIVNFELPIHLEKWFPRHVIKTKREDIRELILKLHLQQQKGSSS
HKDC1 inh: HKDC1 (human) hexokinase inhibition. inhibition, % at 20 µM. AID 493160. hit rate 0.16% among 340,000. recombinant HKDC1, G6PDH/diaphorase resazurin coupled fluorescence;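 active = inhibition above about 35% when tested at 20 µM, limit read from the data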;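 also: plate controls were DMSO wells with enzyme for no effect and DMSO wells lacking enzyme for full effect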
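Test system: Recombinant HKDC1 (HK5) hexokinase enzyme, produced in-house | Input: HKDC1 at 5 µg/mL | Buffer or medium: Tris pH 8.0 buffer with MgCl2, Tween-20, BSA, BME | Schedule: 90 min reaction incubation at room temperature, dark | Technique: Resazurin-to-resorufin fluorescence via G6PDH and diaphorase coupling, 525/613 nm | Controls: DMSO wells with and without enzyme mix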
NALP3 yeast inh: blocks the NALP3 inflammasome reconstituted in yeast. Yeast reconstituted NLRP3/ASC/caspase-1, beta-gal luminescence, 24 h. AID 2825. inhibition, % at 10 µM. hit rate 0.39% among 330,000;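 active = inhibition of 50% or more; inactive = inhibition below 50%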;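 also: plate controls were induced DMSO wells for no effect and uninduced yeast grown without galactose for full effect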
SENP8 block-2: inhibitors of human SENP8 protease; Q96LD8; purified SENP8, Z-RLRGG-aminoluciferin cleavage, luminescence; inhibition, % at 10 µM; hit rate 1.2% among 330,000; AID 2540; in the data active = inhibition above about 50%
Apaf1 inhib: blocks human Apaf-1 apoptosome activity; O14727; reconstituted apoptosome caspase-3 activity, DEVD-Rh110 fluorescence; inhibition, % at 20 µM; hit rate 0.71% among 330,000; active = inhibition of at least 40% at 20 µM;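 also: plate controls were DMSO wells for no effect and DEVD-CHO caspase inhibitor wells for full effect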
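Material: cell-free apoptosome with Apaf-1, procaspase-3 and caspase-9; Buffer or medium: Hepes pH 7.5 with detergent and BSA; Reagent: cytochrome c trigger plus (Z-DEVD)2-Rh110 caspase-3 substrate; Times: compound with Apaf-1, dATP, procaspase-3 30 min, then 50 min reaction, room temperature; Technique: Rh110 fluorescence intensity.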
SENP1 FRET inh: blocks the human SENP1 SUMO protease catalytic domain. recombinant SENP1 catalytic domain, CyPet-SUMO1-YPet FRET cleavage. inhibition, % at 10 µM. hit rate 0.21% among 360,000. AID 624204;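 active = inhibition at least 30% at 10 µM, raw YFP signal under a set limit, fluorescence ratio 0.5 to 1.5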;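 also: 0% = enzyme with DMSO and 100% = no enzyme wells; some results filed as inactive read as strong as hits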
Target sequence (Q9P0U3 419-644 limits assumed): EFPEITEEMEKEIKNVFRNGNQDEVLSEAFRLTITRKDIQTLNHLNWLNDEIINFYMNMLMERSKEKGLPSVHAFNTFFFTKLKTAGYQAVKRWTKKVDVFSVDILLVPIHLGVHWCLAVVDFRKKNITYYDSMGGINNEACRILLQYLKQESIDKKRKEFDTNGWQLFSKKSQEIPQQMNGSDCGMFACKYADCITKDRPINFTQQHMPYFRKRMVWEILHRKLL
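Test system: human SENP1 catalytic domain; medium: Tris pH 8 buffer plus EDTA, NaCl, BME, BSA, NP40, catalase; incubation: 50 min reaction at room temperature; technique: FRET, CFP and YFP emission; controls: no-enzyme low control and enzyme-plus-DMSO high control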
PfGluPho inh: PfG6PD (Plasmodium falciparum) enzyme inhibition | PfGluPho enzyme, NADPH resazurin-diaphorase fluorescence | inhibition, % at 20 µM | hit rate 0.78% among 350,000 | AID 504690;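 active = inhibition reaching at least a set limit at 20 µM in the primary screen, cut at about 59% in these data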;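 also: 0% = DMSO wells with substrate and 100% = DMSO wells lacking glucose-6-phosphate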
The depositor's hits bear a star; nt = no result given.

#	SMILES	SENP8 block-1	SENP6 block	SENP7 block	HKDC1 inh	NALP3 yeast inh	SENP8 block-2	Apaf1 inhib	SENP1 FRET inh	PfGluPho inh
1	COc1ccc(CNC(=O)C2CCCN2)cc1OC (stereo not drawn)	26	4	-3	13	4	1	-30	2	-6
2	O=C(Cn1c(=O)oc2ccccc21)Nc1ccc(F)c(F)c1	16	3	-5	-2	12	-1	-3	0	0
3	Cc1ccc2cccc(SCC(=O)N3CCOCC3)c2n1	-488	-25	18	-7	26	-2	6	1	3
4	CCC(C)(C)NC(=O)C(c1ccccc1)N(C(=O)c1csnn1)C1CC1 (stereo not drawn)	23	2	-2	1	2	0	0	1	-8
5	O=C(/C=C/c1ccc(Cl)cc1)N(Cc1cccs1)C1CCS(=O)(=O)C1 (stereo not drawn)	25	-22	-8	6	5	-8	18	4	6
6	O=C(Nc1ccc(Cl)c(Cl)c1)N1CCSCC1	15	-25	8	-1	9	-4	7	-1	10
7	CCC(=O)Nc1cc2[nH]c(=O)cc(C)c2cc1C	-334	5	0	6	8	-2	-7	1	17
8	Cc1ccc(NC(=O)C2=C(O)CCn3c2nc2ccccc23)cc1	6	2	-5	-11	16	-2	-4	2	2
9	Cc1ccc(C(=O)Nc2ccc(OCc3ccccc3)cc2)s1	13	0	5	-7	13	-11	1	0	-9
10	Cc1ccnc(SCc2cc(=O)c(OC(=O)c3cccs3)co2)n1	11	-38	-5	3	3	-7	-18	2	12
11	Cc1ccc(C2CC2c2n[nH]c(=S)n2-c2cccc(C)c2)cc1 (stereo not drawn)	0	-3	-3	16	34	-8	21	1	25
12	Cn1cc(C(=O)c2ccc(Cl)cc2Cl)cc1C(=O)N/N=C(\N)COc1ccc(F)cc1	27	9	0	-17	2	-5	5	3	-15
13	CCCN(C(=O)c1cc(Cl)nc2ccccc12)c1c(N)n(Cc2ccccc2)c(=O)[nH]c1=O	2	13	2	4	9	4	-12	-3	-4
14	COc1ccc(OCC(=O)NCCNC(=O)c2ccccn2)cc1	13	-48	1	0	6	-10	-5	2	-23
15	COc1cccc(CNS(=O)(=O)c2cc3c(cc2Cl)NC(=O)CO3)c1	3	-2	-2	-2	2	-1	2	4	5

Rewritten with values under each structure: part of the list above.
Every second line gives: SENP8 block-1 | SENP6 block | SENP7 block | HKDC1 inh | NALP3 yeast inh | SENP8 block-2 | Apaf1 inhib | SENP1 FRET inh | PfGluPho inh
4: CCC(C)(C)NC(=O)C(c1ccccc1)N(C(=O)c1csnn1)C1CC1 (stereo not drawn)
→ 23 | 2 | -2 | 1 | 2 | 0 | 0 | 1 | -8
3: Cc1ccc2cccc(SCC(=O)N3CCOCC3)c2n1
→ -488 | -25 | 18 | -7 | 26 | -2 | 6 | 1 | 3

(list continues)
#	SMILES	SENP8 block-1	SENP6 block	SENP7 block	HKDC1 inh	NALP3 yeast inh	SENP8 block-2	Apaf1 inhib	SENP1 FRET inh	PfGluPho inh
16	CCOC(=O)N1CCN(C(=O)c2oc3ccc(S(=O)(=O)N(CC)CC)cc3c2C)CC1	12	-12	-8	-6	-3	-13	9	-2	-1
17	CC1CN(C(=O)C(C)N2CCN(c3cccc(Cl)c3)CC2)CC(C)O1 (stereo not drawn)	15	6	1	-2	-2	-7	4	0	-12
18	CC(C)CCOP(=O)(c1ccc(N(C)C)cc1)C(O)c1ccc(N(C)C)cc1 (stereo not drawn)	14	7	0	-1	11	4	11	4	0
19	O=C(Nc1ccccc1C(=O)N1CCOCC1)c1cccnc1	17	-12	3	-8	7	3	-19	0	17
20	O=C(O)c1cc(S(=O)(=O)NCc2ccco2)c(Cl)cc1Cl	11	-7	7	-8	-2	2	-14	1	-29
21	CC1(c2nnc(Cc3ccccc3)o2)CC(c2ccc(Br)cc2)=NO1 (stereo not drawn)	9	-7	-15	2	17	-17	6	-1	-16
22	COc1cccc(N2CCN(C(=O)CCSCc3ccccc3F)CC2)c1	9	-6	2	-2	5	6	17	2	-5
23	Cc1cc(Cl)ccc1OCCCC(=O)NN	5	-16	5	3	20	-12	9	2	-6
24	CSc1ccccc1NC(=O)c1cnccn1	13	-4	-10	-4	-3	-6	-4	0	18
25	O=C(c1ccc(F)c(S(=O)(=O)N2CCOCC2)c1)N(c1ccccc1)c1ccccn1	4	-2	5	-4	-1	2	-10	1	-3
26	COc1ccc(CC(=O)N2CCc3cc(OC)c(OC)cc3C2C)c(OC)c1 (stereo not drawn)	8	5	2	-1	25	6	16	0	-10
27	CN(C)c1ccc(N=Nc2ccccc2Br)cc1	35	96*	99*	4	40	93*	12	1	9
28	S=C(NCCc1ccccc1)Nc1ccccc1N1CCOCC1	7	4	3	3	26	2	-7	3	-6
29	O=C(O)CCc1ccc(-c2ccccc2)n1NC(=O)c1ccco1	-132	-27	16	-1	5	-7	-6	-1	-11
30	CC1(N2CCCCC2)C(=O)c2ccccc2C1=O	7	-5	2	1	-47	1	-22	1	5

Arranged by value in SENP7 block (lowest first): some entries from above.
entry	SMILES	SENP7 block
16	CCOC(=O)N1CCN(C(=O)c2oc3ccc(S(=O)(=O)N(CC)CC)cc3c2C)CC1	-8
30	CC1(N2CCCCC2)C(=O)c2ccccc2C1=O	2
19	O=C(Nc1ccccc1C(=O)N1CCOCC1)c1cccnc1	3
29	O=C(O)CCc1ccc(-c2ccccc2)n1NC(=O)c1ccco1	16

Next part:
#	SMILES	SENP8 block-1	SENP6 block	SENP7 block	HKDC1 inh	NALP3 yeast inh	SENP8 block-2	Apaf1 inhib	SENP1 FRET inh	PfGluPho inh
31	O=C(Nc1nc(-c2cccs2)cs1)c1ccc(Cl)cc1	-7	-12	8	3	21	-10	20	-2	35
32	Cc1nc2ccc(NC(=O)c3cccnc3)cc2s1	-20	-11	4	1	17	2	-26	-27	5
33	C=CCNC(=S)NCCO	11	15	1	-9	3	6	7	2	1
34	CC1(C)Cc2c(sc(NC(=O)c3ccc4ncsc4c3)c2C(N)=O)C(C)(C)N1	-152	-30	-13	-2	2	-2	13	-81	-1
35	O=C(Nc1nnc2n1CCS2)c1ccco1	-6	1	-4	-2	5	-9	-8	2	3
36	CC(=O)c1ccc(N2C(=NC(=O)C3CCCCC3)SC3CS(=O)(=O)CC32)cc1 (stereo not drawn)	14	15	-2	1	-3	9	-8	2	4
37	COc1ccc(C2(CO)OC(CO)C(O)C2O)cc1 (stereo not drawn)	12	nt	nt	3	nt	nt	nt	1	-7
38	CC(C)(C)[C@H]1CCC(=O)N([C@H](CN=[N+]=[N-])Cc2ccccc2)CC1	18	-9	3	-4	1	2	21	-1	1
39	CCN(CC)c1ccc(S(=O)(=O)N2CCOCC2)cc1NC(=O)CSc1ccccc1	12	-5	-9	-1	20	-11	23	2	3
40	COc1ccccc1NC(=O)c1ccccc1Oc1ccccc1	17	12	-5	-4	21	9	5	3	-6
41	CC(=O)N1CCc2c(sc(NC(=O)CN3C(=O)CCC3=O)c2C(N)=O)C1	-420	18	4	-1	9	4	13	-54	4
42	CN(C)CCCNC(=S)N(CCCO)Cc1cc2cc3c(cc2[nH]c1=O)OCO3	-493	11	12	-4	17	-5	5	-2	-4
43	COc1cc(NC(=O)c2sc3ncn(CC(=O)N4CCCCC4)c(=O)c3c2C)cc(OC)c1OC	11	-8	6	6	-3	2	9	-1	-3
44	C/C(=N\NC(=O)C(N)=O)c1ccc(Br)cc1	15	-3	-2	-12	-4	-18	1	1	8
45	C=CCNC(=S)/N=c1\sccn1C	3	19	-1	-5	22	1	-4	1	-7

Carrying on:
#	SMILES	SENP8 block-1	SENP6 block	SENP7 block	HKDC1 inh	NALP3 yeast inh	SENP8 block-2	Apaf1 inhib	SENP1 FRET inh	PfGluPho inh
46	CC(NS(=O)(=O)c1ccc(N)cc1)C1CC2CCC1C2 (stereo not drawn)	-3	-12	7	-5	19	10	13	1	-5
47	C=CCNc1nc2ccccc2nc1NS(=O)(=O)c1ccc(Cl)cc1	-393	-10	8	-1	10	4	-8	-4	-20
48	CCc1cc2c(NCc3ccccc3)nc(C)nc2s1	-3	12	2	-4	-11	-5	7	-2	21
49	CCN(CC)c1ccc(/C=N/NC(=O)c2ccoc2C)c(O)c1	-116	98*	100*	-12	12	94*	3	-56	-22
50	O=C(c1cccs1)N1CCn2c1nc1ccccc12	10	36	35	5	9	0	0	3	2
51	COc1ccc(S(=O)(=O)Nc2cc(C)nn2-c2ccccc2)cc1	17	-1	13	1	16	-11	4	0	-19
52	Cc1ccccc1NC(=O)CS(=O)(=O)c1cn(CC(=O)N2CCOCC2)c2ccccc12	20	-7	-9	-3	-5	1	-8	0	4
53	Cc1cc(NC(=O)c2cc(-c3cccnc3)nc3c(C)c(C)ccc23)no1	-460	-6	-10	1	17	-2	17	2	12
54	CCCc1ccccc1OCCNS(=O)(=O)c1cc2c(cc1C)OCC(=O)N2	11	-19	6	7	8	-3	19	-2	10
55	Cn1cc(Br)c(C(=O)NN2C(=O)C3C4C=CC(C5CC45)C3C2=O)n1 (stereo not drawn)	12	-10	4	-9	3	-1	-9	2	4
56	O=S(=O)(c1cccc(-c2cn3cccnc3n2)c1)N1CCOCC1	-290	-13	5	-5	-18	7	-16	-2	3
57	CCOC(=O)c1c(NC(=O)CN2C(=O)NC(C)(c3ccc(Cl)cc3)C2=O)sc(C(=O)NC)c1C (stereo not drawn)	11	3	5	-4	24	3	21	2	-7
58	Brc1cnc2nc(SCc3nc4ccccc4[nH]3)[nH]c2c1	-28	-4	5	4	-7	-2	-15	-8	2
59	CC(C)Cn1nc(NC(=O)c2cccs2)c2cc3ccccc3nc21	-64	-34	-7	2	23	-9	11	-56	14
60	O=C1C=C(c2cccs2)C[C@H](c2ccccc2)[C@H]1n1nnc([N+](=O)[O-])n1	-36	10	2	13	4	3	-4	1	53
61	COc1ccc(CCNC(=S)Nc2ccc(C)cc2C)cc1	10	0	4	-4	15	4	-10	3	0
